Rac1 act GTP bind: GTP binding modulators of activated mutant Rac1, primary screen, biochemical, bead-based flow cytometry, multiplex, fluorescent GTP; AID 764, 2007; actives 0.11% (n = 190,000); percent activity (GTP binding), % at 10 µM; Ras-related C3 botulinum toxin substrate 1 (Homo sapiens), P63000; GST-Rac1 activated beads; actives lie on both sides; 100% means binding = to untreated wells;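 active = GTP binding at least 20 percentage points away from the 100% baseline, in either direction, so actives lie on both sides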
HRas wt GTP: modulators of GTP binding to HRas wildtype, primary screen, biochemical, bead-based flow cytometry, multiplex; GST-Ras wt beads, Bodipy-FL-GTP binding; actives lie on both sides; GTP binding activity, % at 10 µM; actives 0.14% (n = 190,000);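 active = GTP binding activity at least 20% away from the 100% baseline, either lowered as inhibitor or raised as activator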;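 also: 0% = unlabeled GTP competition control and 100% = no-compound control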
Pf gamet viab: late stage P. falciparum gametocyte viability inhibitors, primary screen, ATP luminescence, HTS | P. falciparum stage V gametocytes, 24 h | inhibition, % at 10.9 µM | actives 0.065% (n = 150,000) | AID 743093, 2013;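 active = inhibition above the mean plus 3 SD of compounds within the control limits, set per campaign, cut at about 38% in these data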;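 also: 0% = DMSO wells and 100% = medium only without gametocytes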
Rac1 wt modul: wildtype Rac1 GTP binding modulators, primary screen, biochemical, GST-Rac1 beads, flow cytometry, multiplex; Ras-related C3 botulinum toxin substrate 1 (Homo sapiens), P63000; fluorescent GTP binding; actives lie on both sides; 0 = cold GTP competed, 100 = untreated; GTP binding activity (% of control), % at 10 µM; actives 0.27% (n = 190,000);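 active = GTP binding activity at least 20 points away from the 100% control level, either lower or higher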
RGS8-Gao reg: RGS8-Galphao binding modulators, primary screen, biochemical, multiplexed bead flow cytometry; actives lie on both sides; response (percent of control binding), % at 10 µM; AID 1423, 2008; actives 0.34% (n = 220,000); in the data active = response below about 60% or above about 140%; inactive = in between;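 also: Galphao activated as the GDP aluminium fluoride complex binding bead-coupled RGS8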
Target sequence (P09471 whole entry, looked up): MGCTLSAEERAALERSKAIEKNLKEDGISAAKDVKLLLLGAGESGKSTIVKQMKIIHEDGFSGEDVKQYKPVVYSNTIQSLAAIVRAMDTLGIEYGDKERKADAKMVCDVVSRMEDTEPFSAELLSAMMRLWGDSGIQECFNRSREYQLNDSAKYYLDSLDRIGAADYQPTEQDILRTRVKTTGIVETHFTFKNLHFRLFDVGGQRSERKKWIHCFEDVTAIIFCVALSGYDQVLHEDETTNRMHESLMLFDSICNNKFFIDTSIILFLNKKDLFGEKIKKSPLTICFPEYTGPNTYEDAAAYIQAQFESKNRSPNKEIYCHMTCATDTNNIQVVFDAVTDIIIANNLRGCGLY
Mcl1 Noxa PPI: Mcl-1/Noxa binding inhibitors, primary screen, biochemical, TR-FRET, 1536-well; Induced myeloid leukemia cell differentiation protein Mcl-1 (Homo sapiens), Q07820; TR-FRET Mcl-1/Noxa peptide binding, 2 h; inhibition, % at 21.7 µM; actives 1.5% (n = 220,000); AID 1022, 2008;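 active = compounds that cut the protein-peptide binding signal by more than 50% relative to plate controls in a single-dose test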;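 also: His-tagged Mcl-1 with rhodamine Noxa BH3 peptide and terbium anti-His antibody; 0% = Mcl-1 plus Noxa peptide wells and 100% = peptide-only wells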
Target sequence (Q07820 whole entry, looked up): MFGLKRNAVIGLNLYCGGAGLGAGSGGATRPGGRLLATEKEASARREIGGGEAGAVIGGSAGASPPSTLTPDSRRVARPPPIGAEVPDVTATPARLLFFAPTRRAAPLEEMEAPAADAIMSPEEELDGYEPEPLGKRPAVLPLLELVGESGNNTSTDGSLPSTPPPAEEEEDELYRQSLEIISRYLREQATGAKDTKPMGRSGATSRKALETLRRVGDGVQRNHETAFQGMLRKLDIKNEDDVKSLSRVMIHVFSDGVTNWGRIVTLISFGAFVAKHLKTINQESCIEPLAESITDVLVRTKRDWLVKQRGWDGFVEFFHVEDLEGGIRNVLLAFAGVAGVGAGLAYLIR
Mcl1 Bid PPI: Mcl-1/Bid binding inhibitors, primary screen, biochemical, TR-FRET, 1536-well; inhibition, % at 21.7 µM; actives 0.97% (n = 220,000); Induced myeloid leukemia cell differentiation protein Mcl-1 (Homo sapiens), Q07820; TR-FRET Mcl-1/Bid-Dy647 peptide binding;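 active = compounds that cut the binding signal by more than half at the single screening dose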;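 also: His-tagged Mcl-1 with europium anti-His antibody binding Bid BH3 peptide; 0% = Mcl-1 plus peptide wells and 100% = peptide-only wells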
Cdc42 wt GTP: modulators of GTP binding to wildtype Cdc42, primary screen, biochemical, multiplex bead flow cytometry, Bodipy-GTP; percent activity (GTP binding), % at 10 µM; GST-Cdc42 beads; actives lie on both sides; actives 0.2% (n = 190,000); Cell division control protein 42 homolog (Homo sapiens), P60953;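 active = percent activity GTP binding at least 20 points away from the 100% baseline, either down as inhibitor or up as activator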;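 also: median bead fluorescence of bound Bodipy-FL-GTP at 100 nM; 0% = excess unlabeled GTP control and 100% = no compound control; below 100% means less GTP binding so inhibitor and above means activator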
Target sequence (P60953 whole entry, looked up): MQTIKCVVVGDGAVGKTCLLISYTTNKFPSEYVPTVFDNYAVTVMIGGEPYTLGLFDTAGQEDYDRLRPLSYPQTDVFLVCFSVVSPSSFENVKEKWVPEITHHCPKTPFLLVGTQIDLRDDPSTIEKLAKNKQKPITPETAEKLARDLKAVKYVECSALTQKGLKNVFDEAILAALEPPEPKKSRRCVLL
Rab7 wt modul: modulators of GTP binding to Rab7, primary screen, biochemical, wildtype, multiplex bead flow cytometry | Rab7 GTPase wild type (dog), Bodipy-FL-GTP binding | GST-Rab7 beads, fluorescent GTP binding; actives lie on both sides; untreated = 100%, excess cold GTP = 0% | GTP binding activity (percent of control), % at 10 µM | actives 0.055% (n = 190,000) | AID 758, 2007;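 active = fluorescent GTP binding to Rab7 beads changed by at least 20 points from the 100% baseline, either direction, mostly lower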;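 also: median green fluorescence of bound Bodipy-FL-GTP per Rab7 bead population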
Rab2A wt mod: modulators of GTP binding to Rab2A wildtype, primary screen, biochemical, dog, bead-based flow cytometry, multiplex | GST-Rab2 wt beads, Bodipy-GTP binding | GTP binding activity, % at 10 µM | actives 0.19% (n = 190,000) | AID 760, 2007;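 active = GTP binding activity at least 20 points away from 100%, either lowered or raised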;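 also: 0% = beads with excess unlabeled GTP and 100% = no-compound control corrected for plate trend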
Mcl-1 Bim block: inhibitors of Bim peptide binding to Mcl-1, primary screen, biochemical, bead-based flow cytometry, multiplex; Induced myeloid leukemia cell differentiation protein Mcl-1 (Homo sapiens), Q07820; Bim peptide-Mcl-1 binding; inhibition, % at 10 µM; actives 0.1% (n = 190,000); AID 1009, 2008; in the data active = inhibition above about 40%;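 also: 0% = no compound tracer wells and 100% = peptide blocker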
* marks the source's active call; other numbers are inactive results; . = no result given.

Sample of the layout:
SMILES | Rac1 act GTP bind | HRas wt GTP | Pf gamet viab | Rac1 wt modul | RGS8-Gao reg | Mcl1 Noxa PPI | Mcl1 Bid PPI | Cdc42 wt GTP | Rab7 wt modul | Rab2A wt mod | Mcl-1 Bim block
Cc1cccc(Nc2nnc(SCC(=O)NC3CCCc4ccccc43)s2)c1 (stereo not given) | 98 | 98 | -9 | 95 | 101 | -5 | -5 | 95 | 96 | 96 | -2
CC(C)(C)c1nc(NC(=O)Nc2ccccc2)sc1Br | 96 | 98 | -25 | 98 | 100 | 15 | -36 | 98 | 108 | 96 | -1
COc1ccccc1Nc1c([N+](=O)[O-])cncc1[N+](=O)[O-] | 97 | 99 | 29 | 102 | 95 | 4 | -5 | 97 | 107 | 99 | -3
CC(=O)Nc1sc2c(c1C(N)=O)CCC2 | 99 | 99 | -3 | 103 | 108 | -2 | -23 | 99 | 90 | 98 | -3

The list itself, from the start:
SMILES | Rac1 act GTP bind | HRas wt GTP | Pf gamet viab | Rac1 wt modul | RGS8-Gao reg | Mcl1 Noxa PPI | Mcl1 Bid PPI | Cdc42 wt GTP | Rab7 wt modul | Rab2A wt mod | Mcl-1 Bim block
Cc1cccc(Nc2nnc(SCC(=O)NC3CCCc4ccccc43)s2)c1 (stereo not given) | 98 | 98 | -9 | 95 | 101 | -5 | -5 | 95 | 96 | 96 | -2
CC(C)(C)c1nc(NC(=O)Nc2ccccc2)sc1Br | 96 | 98 | -25 | 98 | 100 | 15 | -36 | 98 | 108 | 96 | -1
COc1ccccc1Nc1c([N+](=O)[O-])cncc1[N+](=O)[O-] | 97 | 99 | 29 | 102 | 95 | 4 | -5 | 97 | 107 | 99 | -3
CC(=O)Nc1sc2c(c1C(N)=O)CCC2 | 99 | 99 | -3 | 103 | 108 | -2 | -23 | 99 | 90 | 98 | -3
C=CCn1c(Cc2ccc(OC)cc2)nnc1SCc1nc2ccccc2c(=O)[nH]1 | 94 | 97 | -4 | 94 | 99 | 5 | -15 | 96 | 94 | 94 | -3
CCC(C)C(NC(=O)c1ccccc1NC(=O)c1ccco1)C(=O)NC1CCCCC1 (stereo not given) | 100 | 100 | . | 102 | 102 | 2 | -5 | 102 | 98 | 99 | -1
COCCn1c(=S)[nH]c2cc(C(=O)NCC3CCCO3)ccc2c1=O (stereo not given) | 101 | 99 | . | 104 | 100 | 5 | -35 | 102 | 101 | 99 | 0
NS(=O)(=O)c1ccc(CNC(=O)CCC2CCCCC2)cc1 | 98 | 98 | . | 97 | 102 | -6 | -5 | 99 | 97 | 98 | 0
O=C(NNC(=S)Nc1ccccc1)c1cc(-c2cccnc2)nc2ccccc12 | 92 | 93 | -6 | 94 | 129 | -24 | -75 | 94 | 94 | 94 | 2
FC(F)c1nnc2ccc(Cl)nn12 | 98 | 99 | 6 | 99 | 98 | -7 | -4 | 101 | 96 | 100 | -3
COc1ccc(Cn2c(C)c(C)c(C#N)c2NC(=O)Nc2ccccc2)cc1 | 100 | 98 | . | 100 | 100 | 4 | -32 | 97 | 98 | 99 | -1
Cc1ccc(OC(=O)CCN2C(=O)c3ccccc3C2=O)cc1C | 96 | 97 | -8 | 97 | 102 | 22 | -14 | 95 | 99 | 94 | -1
CCOC(=O)CC1CCCCN1Cc1cn(C)nc1-c1ccc2c(c1)OCCO2 (stereo not given) | 92 | 96 | 42* | 97 | 98 | -1 | -25 | 95 | 101 | 97 | -1
CC(=O)c1cnn(-c2cc(Oc3ccccc3C)ncn2)c1C | 99 | 97 | . | 102 | 101 | 12 | 3 | 97 | 97 | 96 | 0
CN1CCN(c2ccc(NC(=O)c3ccc4c(c3)OCO4)cc2)CC1 | 93 | 96 | . | 94 | 101 | 39 | 2 | 94 | 93 | 96 | 1
Fc1ccc(-c2nnc(-c3ccc(Cl)cc3Cl)o2)cc1 | 99 | 101 | . | 105 | 100 | -1 | -12 | 105 | 102 | 100 | -4
CCc1nnc(NC(=O)CSc2nc3c(cc2C#N)CCCC3)s1 | 98 | 100 | 28 | 98 | 105 | -254 | -35 | 97 | 100 | 100 | -9
CCc1c(C)nc(SCCOc2ccc(OC)cc2)[nH]c1=O | 95 | 94 | . | 97 | 99 | 14 | -15 | 98 | 95 | 97 | 0
Cn1c(=O)c2c(nc(NCCO)n2C)n(C)c1=O | 99 | 98 | . | 99 | 104 | 11 | -49 | 100 | 97 | 97 | -1
O=C(ON=C1CCN(S(=O)(=O)c2ccccc2)CC1)c1ccc(Cl)cc1 | 97 | 103 | . | 106 | 101 | 13 | -2 | 100 | 104 | 103 | -4
COc1ccc(-c2nnc(SCc3cccc(C#N)c3)o2)cc1 | 97 | 99 | 7 | 101 | 104 | 4 | 1 | 98 | 99 | 98 | -2
Cc1ccc(S(=O)(=O)N/N=C/c2cccc3c2OCCO3)cc1 | 99 | 98 | 15 | 98 | 113 | 12 | -19 | 97 | 96 | 100 | -5
CCNC(=S)N1CCN(c2ccc([N+](=O)[O-])cc2)CC1 | 98 | 100 | -42 | 107 | 115 | 1 | -53 | 102 | 99 | 100 | -1
Cc1ccc(C(=O)NCC(=O)OCC(=O)c2ccc3c(c2)NC(=O)CO3)cc1C | 97 | 95 | . | 100 | 100 | -5 | 1 | 96 | 99 | 97 | -1
CN1CCN(CC(=O)Nc2ccccc2Sc2ccccc2)CC1 | 96 | 96 | -6 | 95 | 103 | 27 | 28 | 98 | 98 | 97 | 0
Cc1oc(-c2ccccc2F)nc1CS(=O)(=O)CC(=O)N1CCN(Cc2ccccc2)CC1 | 99 | 103 | . | 104 | 99 | 2 | -15 | 102 | 102 | 103 | -2
CC1CC(C)(C)NC(=S)N1CCCC(=O)N1CCN(c2ccccc2F)CC1 (stereo not given) | 100 | 100 | 7 | 104 | 102 | 5 | -90 | 103 | 100 | 99 | -5
COC(=O)c1sc2ccccc2c1-n1cccc1C(=O)C(=O)Nc1ccc(OC)cc1 | 99 | 100 | -10 | 99 | 101 | 0 | 10 | 101 | 103 | 100 | 2
CCOC(=O)c1c(C)[nH]c(C(=O)OCC(=O)NC2CCS(=O)(=O)C2)c1C (stereo not given) | 93 | 95 | . | 93 | 97 | 20 | -8 | 95 | 95 | 97 | 0
COCCn1c(SCC(=O)Nc2cccc(C)n2)nnc1-c1ccco1 | 96 | 94 | -25 | 97 | 103 | 3 | -24 | 95 | 96 | 96 | 3
CCOc1ccc(C(=O)NC(=S)Nc2ccccc2OC)cc1[N+](=O)[O-] | 99 | 102 | 4 | 102 | 101 | 26 | -42 | 102 | 106 | 97 | -6
O=C(CCC(=O)N1CCCC1)Nc1ccc([N+](=O)[O-])cc1 | 99 | 100 | -9 | 98 | 101 | 5 | -30 | 97 | 106 | 101 | 0
CCN1/C(=C2\SC(=S)N(Cc3ccccc3)C2=O)Sc2ccccc21 | 101 | 100 | -27 | 101 | 98 | 14 | 3 | 102 | 101 | 103 | -6
O=C(NCc1ccc2c(c1)OCO2)c1cc2ncc(Br)cn2n1 | 97 | 97 | . | 97 | 104 | 15 | 1 | 101 | 99 | 97 | -3
O=C(O)c1cc(-c2ccc(/C=N/NC(=S)Nc3ccccc3)o2)ccc1Cl | 91 | 88 | -22 | 87 | 98 | 30 | -38 | 85 | 97 | 90 | 2
CCOC(=O)c1[nH]c(C)c(CN(CCc2ccccc2)C(=O)CCC(=O)O)c1C | 99 | 102 | . | 102 | 100 | -2 | -31 | 103 | 96 | 102 | -5
Cc1nn(CCC(=O)NNC(=S)Nc2ccc(F)cc2)c(C)c1[N+](=O)[O-] | 98 | 100 | -7 | 104 | 101 | 11 | -22 | 103 | 100 | 99 | -6
CCN(CC)S(=O)(=O)c1ccc(C(=O)NCC(c2cccs2)N2CCOCC2)cc1 (stereo not given) | 100 | 100 | . | 105 | 101 | 18 | -14 | 102 | 102 | 101 | 1
O=S(=O)(c1cccc2cccnc12)N1CCN(c2ccc(F)cc2)CC1 | 97 | 97 | . | 97 | 100 | 12 | -38 | 97 | 102 | 98 | -2
Cc1ccc(-c2cc(C(=O)N/N=C\c3cnn(C)c3C)c3ccccc3n2)cc1C | 100 | 102 | . | 100 | 102 | 20 | 0 | 104 | 105 | 103 | -2
COc1ccc(Nc2nc(N3CCCC3)nc3ccccc23)c(OC)c1 | 96 | 96 | . | 95 | 101 | 19 | -29 | 95 | 93 | 95 | 0
CC(=O)Nc1ccc(Nc2nc(-c3ccccc3)nc3ccccc23)cc1 | 89 | 91 | . | 90 | 99 | 16 | -11 | 88 | 98 | 93 | 0
CCN(CC)C(=O)C1CCCN(Cc2ccccc2C(F)(F)F)C1 (stereo not given) | 98 | 98 | -19 | 98 | 100 | 32 | 35 | 98 | 96 | 96 | -7
COc1ccc(NC(=O)CCCN2C(=O)/C(=C\c3ccco3)SC2=S)cc1 | 102 | 102 | -7 | 106 | 99 | 39 | -4 | 105 | 102 | 100 | -2
COC(=O)CN(c1ccc(C(C)C)cc1)S(=O)(=O)c1c(C)[nH]c(=O)[nH]c1=O | 97 | 99 | . | 103 | 90 | 9 | -11 | 101 | 96 | 98 | 2
C=CCn1c(=NC(=O)CC)n(C)c2ccccc21 | 103 | 102 | 10 | 104 | 98 | 24 | 16 | 105 | 103 | 102 | -4
COc1ccc(Cc2noc(CN(C)CC(O)c3ccccc3)n2)cc1OC (stereo not given) | 93 | 94 | -13 | 98 | 94 | 18 | -2 | 92 | 95 | 96 | -2
CCCOC(=O)c1ccc(Oc2coc3c(CN(CC)CC)c(O)ccc3c2=O)cc1 | 95 | 99 | 13 | 102 | 104 | 16 | -4 | 98 | 96 | 98 | -1
CC1(C)C(=O)OC(c2ccccc2)C2(CCCC2)C1=O (stereo not given) | 100 | 99 | . | 101 | 99 | 3 | -4 | 102 | 97 | 98 | 0
CCOC(=O)C1=NN(c2ccccc2C)C2=NC(C)=C(C(=O)OC)C(c3cccc(OC)c3)N12 (stereo not given) | 101 | 99 | -18 | 96 | 100 | 10 | -72 | 98 | 97 | 96 | -4

Source: PubChem
